SRC3 TRFRET art = TR-FRET detection interference compounds, artefact control for PPARgamma SRC-3 recruitment agonists, biochemical, TR-FRET ratio; 0.39% of 99,000 active; TR-FRET artefact counter-screen, PPARgamma/SRC-3 format; active compounds read high; TR-FRET ratio at 8 µM; in the data active = TR-FRET ratio above about 2000; also: inactives centre near 1600
SRC1 TRFRET art = TR-FRET detection interference compounds, primary screen, artefact control for PPARgamma SRC-1 recruitment agonists, biochemical, TR-FRET emission ratio. TR-FRET ratio at 8 µM. TR-FRET detection artefact counter-screen; active compounds read high. 0.34% of 99,000 active; in the data active = TR-FRET ratio above about 2300; also: inactives centre near 1800
Active calls of the source: *.

A first look, six compounds:
no.	canonical_smiles	SRC3 TRFRET art	SRC1 TRFRET art
1	O=C(NC1(C(F)(F)F)NC(=O)N(c2ccccc2F)C1=O)c1ccncc1 (stereo unspecified)	1545	1695
2	Cc1c(CN(C)Cc2cn(C)nc2-c2ccccc2F)[nH]c2ccccc12	1564	1759
3	CCNC(=O)COC(=O)c1ccc(NS(=O)(=O)c2ccc3c(c2)OCCO3)cc1	1625	1740
4	O=C(N/N=C1/CCS(=O)(=O)c2ccc(F)cc21)c1ccccn1	1630	1890
5	COc1ccc(Cl)cc1NC(=O)NC(C)C	1637	1691
6	OC(COc1cccc2ccccc12)CN1CCN(c2ccccn2)CC1 (stereo unspecified)	1744	1853

The whole of this part, from the first entry:
no.	canonical_smiles	SRC3 TRFRET art	SRC1 TRFRET art
1	O=C(NC1(C(F)(F)F)NC(=O)N(c2ccccc2F)C1=O)c1ccncc1 (stereo unspecified)	1545	1695
2	Cc1c(CN(C)Cc2cn(C)nc2-c2ccccc2F)[nH]c2ccccc12	1564	1759
3	CCNC(=O)COC(=O)c1ccc(NS(=O)(=O)c2ccc3c(c2)OCCO3)cc1	1625	1740
4	O=C(N/N=C1/CCS(=O)(=O)c2ccc(F)cc21)c1ccccn1	1630	1890
5	COc1ccc(Cl)cc1NC(=O)NC(C)C	1637	1691
6	OC(COc1cccc2ccccc12)CN1CCN(c2ccccn2)CC1 (stereo unspecified)	1744	1853
7	O=C(COc1ccccc1-c1ccccc1)NN=C1CCCC1	1512	1753
8	O=C(c1cc(-c2cccc(O)c2)on1)N1CCOCC1	1574	1595

no.	canonical_smiles	SRC3 TRFRET art	SRC1 TRFRET art
9	COc1cc(C)c(NC(=S)NCCCN2CCOCC2)cc1OC	1685	1613
10	COc1ccc(NCC(=O)n2c(C)c(C)c3ccccc32)cc1	1458	1690
11	CCC(C)NC(=O)COC(=O)c1ccccc1OCC(=O)Nc1ccc(Br)cc1 (stereo unspecified)	1594	1919
12	COc1ccc([N+](=O)[O-])cc1NC(=O)C(C)N1CCN(C(=O)c2ccco2)CC1 (stereo unspecified)	1413	1729
13	O=C1/C(=C\c2ccncc2)SC(=S)N1C1CCCCC1	1649	1884
14	O=C(NC1CCc2ccccc21)c1cc(COc2ccc(F)cc2F)on1 (stereo unspecified)	1335	1989
15	Cn1c(Cn2c(=O)sc3ccccc32)nnc1SCC(=O)Nc1ccccc1	1569	1826
16	CCCn1c(N)c(C(=S)NC(=O)C2CC2)c(=O)n(C)c1=O	1571	2078

no.	canonical_smiles	SRC3 TRFRET art	SRC1 TRFRET art
17	CN(C)c1ccnc2sc3c(NCC(O)CO)ncnc3c12 (stereo unspecified)	1504	1622
18	COc1ccc(-c2csc(NC(=O)c3ccc(OCC(=O)N4CCOCC4)c(OC)c3)n2)cc1OC	1537	1914
19	Cc1cc(O)ccc1NC(=O)CCN1C(=O)c2ccc([N+](=O)[O-])cc2C1=O	1458	2074
20	Cc1ccc(CN2CCSCC2)c(C)c1	1739	1693
21	O=C(c1ccccc1)c1cc2c(cc1[N+](=O)[O-])OCCO2	1579	1558
22	CC(c1ccccc1)N1C(=O)C2C3CCC(C3)C2C1=O (stereo unspecified)	1780	1965
23	N#C/C(=C\c1ccc(Br)s1)C(=O)N1CCN(c2ccccc2)CC1	1629	1982
24	O=C(Nc1ccc(N2CCN(Cc3ccccc3F)CC2)cc1)c1ccccc1[N+](=O)[O-]	1522	1781

no.	canonical_smiles	SRC3 TRFRET art	SRC1 TRFRET art
25	CC(=O)N1c2c(cc(Br)cc2S(=O)(=O)NCc2cccnc2)CC1C (stereo unspecified)	1604	1872
26	Cc1ccccc1C(=O)NCCCCc1ccccc1	1614	1596
27	CCCCS(=O)c1c(O)c2ccccc2[nH]c1=O (stereo unspecified)	1768	1832
28	Cc1nnc(SC(C)C)n(N)c1=O	1585	1888
29	O=C(/C=C/c1ccco1)Nc1cccnc1	1513	1776
30	Cc1ccc(CSCC(=O)Nc2ccc(F)cc2)cc1	1455	1469
31	CCn1c(SCc2ccccc2Cl)nc2nc3c(cc2c1=O)CCCC3	1427	1931
32	O=C(NCC1CCCO1)c1cccnc1NCc1ccc(F)cc1 (stereo unspecified)	1605	1683

no.	canonical_smiles	SRC3 TRFRET art	SRC1 TRFRET art
33	CN(C)c1nnnn1-c1ccc(Cl)cc1Cl	1650	2015
34	Cn1cc(Br)c(C(=O)Nc2nccs2)n1	1570	1445
35	COc1ccc(N(C(C)C(=O)N2CCC(Cc3ccccc3)CC2)S(C)(=O)=O)cc1 (stereo unspecified)	1653	1972
36	CCn1c(C)nc2cc(C(=O)N/N=C/c3ccc(N4CCOCC4)cc3)ccc21	1661	1995
37	C=CCn1c(SCC(=O)N(C)C2CCS(=O)(=O)C2)nc2ccccc2c1=O (stereo unspecified)	1669	1805
38	CNc1nc(Cl)c(SC)c(NC2CCCCC2)n1	1753	1944
39	CC(C)(C)c1ccc(C(=O)NC(=S)Nc2sc3c(c2C#N)CCC3)cc1	1585	1814
40	COc1ccc(NS(=O)(=O)c2ccc(NC(=S)NC(=O)/C=C/c3ccc(C)cc3)cc2)nn1	1551	1672

no.	canonical_smiles	SRC3 TRFRET art	SRC1 TRFRET art
41	CCO[C@H]1OC(C(N)=O)=C[C@@H](c2csc3ccccc23)[C@@H]1CCCO	1650	1767
42	Cc1[nH]c2ccccc2c1/C=N/Nc1ccc(F)cc1F	1320	1785
43	Fc1ccccc1C1CCN(Cc2nc(CC3CC3)no2)C1 (stereo unspecified)	1464	1715
44	O=C(NCCCc1nc2ccccc2[nH]1)c1cccs1	1438	1896
45	Cc1ccc(NC(=O)c2ccc(Cl)cc2[N+](=O)[O-])nc1	1782	1943
46	O=c1[nH]c(N2CCN(Cc3ccc4c(c3)OCO4)CC2)nc2c1CCCC2	1398	1722
47	O=C(NC(Cc1c[nH]c2ccccc12)C(=O)Nc1ccc(OC(F)(F)F)cc1)c1cccs1 (stereo unspecified)	1495	1566
48	O=c1[nH]c2ccc(N/C(=N/S(=O)(=O)c3ccccc3)c3ccccc3)cc2[nH]1	1314	1753

no.	canonical_smiles	SRC3 TRFRET art	SRC1 TRFRET art
49	Cn1cnnc1SCC(=O)NNC(=O)c1ccc(Cl)cc1	1356	1780
50	COc1ccc(C)cc1NC(=O)NNC(=O)C1CCC(C(C)(C)C)CC1 (stereo unspecified)	1446	1930
51	COc1ccc(/C=N/NC(=O)C(=O)NCC2CCCO2)cc1 (stereo unspecified)	1584	1781
52	CN(Cc1ccco1)C(=O)c1c[nH]c2ccc(S(=O)(=O)Nc3ccc4c(c3)OCCO4)cc2c1=O	1501	1747
53	NC(=O)COC(=O)CCCSc1nc2ccccc2s1	1613	1584
54	Cc1nonc1NC(=O)CSc1nc2ccccc2cc1C#N	1432	2039
55	COc1ccc(OC)c(NC(=O)CNC(=O)c2ccc([N+](=O)[O-])cc2)c1	1613	1635
56	Cn1cc(Br)c(C(=O)n2cc(Br)cn2)n1	1392	1659

no.	canonical_smiles	SRC3 TRFRET art	SRC1 TRFRET art
57	COc1cc(OC)cc(C(=O)NNC(=S)Nc2ccc(S(N)(=O)=O)cc2)c1	1636	1847
58	Cc1cc(C)cc(NC(=O)CSc2nc3c(oc4ccccc43)c(=O)n2-c2ccccc2)c1	1613	1753
59	N#CC(c1ccncc1)(c1ncc(C(F)(F)F)cc1Cl)N1CCOCC1 (stereo unspecified)	1550	2093
60	CC(=O)c1c(O)c2ccccc2n(C(C)C)c1=O	1777	1848
61	CC(=O)N(Cc1nc2sc(C)c(C)c2c(=O)[nH]1)C1CCCC1	1484	1774
62	O=C(N/N=C/c1ccco1)c1cccc(N2Cc3ccccc3C2)c1	1467	1844
63	CCN(CC)C(=O)CSc1nnc(COc2cccc(C)c2)n1C	1792	1869
64	CCCCc1cc(=O)oc2cc(OS(C)(=O)=O)ccc12	1718	1991

One compound at a time, from the list above. Values in the order: SRC3 TRFRET art, SRC1 TRFRET art
CC(=O)N(Cc1nc2sc(C)c(C)c2c(=O)[nH]1)C1CCCC1 is listed as 1484, 1774
CC(=O)c1c(O)c2ccccc2n(C(C)C)c1=O is listed as 1777, 1848
CCN(CC)C(=O)CSc1nnc(COc2cccc(C)c2)n1C is listed as 1792, 1869
N#CC(c1ccncc1)(c1ncc(C(F)(F)F)cc1Cl)N1CCOCC1 (stereo unspecified) is listed as 1550, 2093
Cc1cc(C)cc(NC(=O)CSc2nc3c(oc4ccccc43)c(=O)n2-c2ccccc2)c1 is listed as 1613, 1753

(listing goes on)
no.	canonical_smiles	SRC3 TRFRET art	SRC1 TRFRET art
65	NC(=O)C1CCN(C2CC(=O)NC2=O)CC1 (stereo unspecified)	1602	1795
66	Cc1nn(-c2ccccc2)c(NC(=O)c2cccs2)c(-c2ccccc2)c1=O	1671	1947
67	O=C1OCC2=C1C(c1ccccc1)CC(=O)N2c1ccccc1 (stereo unspecified)	1656	1623
68	O=C(COC(=O)Cn1cnc2ccccc21)Nc1cccc2c1C(=O)c1ccccc1C2=O	1438	1695
69	O=c1ccc2ccc(Oc3ccc([N+](=O)[O-])cc3Cl)cc2o1	1503	1612
70	CN(C)/C=C(\C=O)c1ccc(Cl)cc1Cl	1466	1870
71	CCOC(=O)CNC(=O)c1cc(-c2ccccn2)nc2c(C)c(Cl)ccc12	1415	1639
72	COc1ccccc1/C=C/C=N/NC(=O)c1ccccn1	1748	1871

no.	canonical_smiles	SRC3 TRFRET art	SRC1 TRFRET art
73	O=C(COCC(=O)NCc1ccccc1)NCc1ccccc1	1467	1686
74	O=C(Cc1ccccc1F)Nc1ccccc1-c1ccccc1	1556	1834
75	CC1CCN(c2c(NCC3CCC(C(=O)NCc4ccccc4Cl)CC3)c(=O)c2=O)CC1 (stereo unspecified)	1564	1654
76	CCOc1ccccc1-n1c(C)nc2cc(C(=O)O)ccc21	1625	2322*
77	COc1ccc(CN(C)CC(=O)Nc2ccc(SC(F)F)cc2)cc1OC	1487	1609
78	CCCCN(c1ccccc1)c1ncnc2nc[nH]c12	1419	1657
79	CC(C(=O)Nc1ccccc1)N(c1cccc(Cl)c1)S(C)(=O)=O (stereo unspecified)	1395	1974
80	O=C(Nc1ccc(NC(=S)NC(=O)c2cccs2)cc1)c1ccccc1	1736	1952

no.	canonical_smiles	SRC3 TRFRET art	SRC1 TRFRET art
81	O=C(Cc1csc(-c2ccccc2)n1)NCc1cccs1	1647	1620
82	CSc1ccc(Cl)c(C(=O)Nc2ccc(Cl)cn2)c1	1781	1956
83	CCN(CC)S(=O)(=O)c1cccc(C(=O)N/N=C/c2cccc(O)c2O)c1	1675	1865
84	CCCCOC(=O)C[N+](C)(C)CCOC1CC2CCC1(C)C2(C)C (stereo unspecified)	1589	1982
85	S=c1[nH]nc(-c2ccccn2)n1/N=C/c1cccc(Cl)c1	1393	1571
86	COc1ccccc1N1CCN(CC(=O)Nc2sccc2C#N)CC1	1511	1656
87	Cc1c(Br)c(C(F)(F)F)nn1CC(=O)NCCCn1ccnc1	1423	2006
88	COc1ccccc1/C=C(/C(=O)OCC(=O)Nc1cc(C)ccc1C)c1ccccc1	1514	1656

no.	canonical_smiles	SRC3 TRFRET art	SRC1 TRFRET art
89	O=C1CCC/C(=N\NC(=O)c2ccc(CSc3cccc4cccnc34)cc2)C1	1474	1924
90	C=CCc1ccccc1OCCOc1ccc([N+](=O)[O-])cc1/C=N/NC(N)=O	1206	1516
91	Cn1c(SCC(=O)Nc2cccc(F)c2)nnc1-c1cccnc1	1533	1683
92	CC(C)N(C(C)C)S(=O)(=O)c1ccc(Cl)nc1	1776	1705
93	O=C(c1ccc(Br)o1)N1CCc2ccccc21	1733	1651
94	O=C(CN1CCN(Cc2ccccc2Cl)CC1)N/N=C/C=C\c1ccccc1[N+](=O)[O-]	1587	1972
95	CSc1ccc(C(=O)C2CCCN(C(=O)CCCn3cncn3)C2)cc1 (stereo unspecified)	1409	1852
96	NCc1ccccc1COc1ccccc1	1470	1675

no.	canonical_smiles	SRC3 TRFRET art	SRC1 TRFRET art
97	CC(O)C(NS(=O)(=O)c1ccc(Cl)cc1)C(=O)OCC(=O)N1CCN(c2ccccc2)CC1 (stereo unspecified)	1457	1810
98	Cc1ccc(-c2nc(N)n(C(=O)c3ccco3)n2)cc1	1450	1559
99	Cc1cccc(NC(=O)NCc2ccc3c(c2)OCO3)c1C	1321	1668
100	Cc1cc(-c2cn3ccccc3n2)c(C)n1-c1ccccc1	1892	1790
101	O=C(NC(=S)Nc1ccc2c(c1)OCCO2)c1ccc(F)cc1Cl	1430	1751
102	O=S(=O)(c1ccc(F)cc1)N1CCN(CC(O)COCc2cccs2)CC1 (stereo unspecified)	1612	1775
103	CC(C)(C)NC(=O)/C(=C\c1ccccc1F)NC(=O)c1ccc([N+](=O)[O-])cc1	1501	1804
104	Cc1ccc(NC(=O)CSc2nc(CSc3ccc(C)cc3)cc(=O)[nH]2)cc1	1446	1826

no.	canonical_smiles	SRC3 TRFRET art	SRC1 TRFRET art
105	O=C(N/N=C/c1cccnc1)C12CC3CC(CC(C3)C1)C2	1615	2050
106	CC(C)CN(CC(C)C)C(=S)NC1CCCCC1	1707	2038
107	COc1ccc(C(=O)NNC(=O)CSc2ccccc2)cc1	1489	2094
108	COc1ccc(OCC(=O)Nc2nnc(-c3ccco3)s2)cc1	1812	2498*
109	CNC(=S)N1CCC(NC(=O)C(Cc2ccccc2)NC(C)=O)CC1 (stereo unspecified)	1612	1956
110	COc1ccc(-n2c(COc3cccc4cccnc34)nnc2SCC(=O)O)cc1	1561	1991
111	O=C(Oc1cccc(C(=S)N2CCOCC2)c1)c1cccc([N+](=O)[O-])c1	1624	1488
112	CN(C)S(=O)(=O)c1cccc(C(=O)NCCCn2ccnc2)c1	1528	1817
113	CC(=O)c1ccc2noc(-c3cccc(C)c3)c2c1	1664	1897
114	CCCCCNCc1ccc(OCc2ccc(Cl)nc2)c(OC)c1	1587	1861
115	CC(=O)C1=C(O)C(=O)N(Cc2ccccc2)C1c1ccco1 (stereo unspecified)	1736	2214
